MPTP inh: blocks calcium-induced mitochondrial swelling. isolated mouse mitochondria, Ca2+ swelling absorbance, 30 min. hit rate 1.4% among 360,000. AID 602449. inhibition, % at 10 µM;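 active means inhibition of 50% or more, scaled per plate between neutral and stimulator controls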;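 further: 0% = DMSO wells given calcium and 100% = 1 mM EGTA wells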
HKDC1 inhibitor: blocks human hexokinase HKDC1 activity; recombinant HKDC1, G6PDH/diaphorase resazurin coupled fluorescence; inhibition, % at 20 µM; hit rate 0.16% among 340,000;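 active means inhibition above about 35% when tested at 20 µM, limit read from the data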;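 further: plate controls were DMSO wells with enzyme for no effect and DMSO wells lacking enzyme for full effect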
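Assay system: in-house recombinant HK5 (HKDC1) enzyme. Input: HKDC1 at 5 µg/mL. Medium: Tris pH 8.0 buffer with MgCl2, Tween-20, BSA, BME. Dosing: single 20 µM dose. Schedule: 90 min reaction incubation at room temperature, dark. Signal: resazurin-to-resorufin fluorescence via G6PDH and diaphorase coupling, 525/613 nm. Controls: DMSO-enzyme wells negative, buffer-substituted wells positive.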
NR3A LBD binder: modulates the human NR3A ligand-binding domain. NR3A LBD differential scanning fluorimetry, Tm shift; 0% = protein alone, 100% = glycine-bound protein. Tm shift relative to glycine control, % at 25 µM. hit rate 2.5% among 340,000. AID 1259313;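 active means melting temperature shift of at least 10% of the positive control shift, at one fixed dose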
SENP6 inh: SENP6 protease inhibition. Recombinant SENP6 catalytic domain, aminoluciferin luminescence. inhibition, % at 10 µM. hit rate 1.8% among 330,000;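 active means inhibition above about 50% at the single tested dose, limit read from the data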;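 further: plate controls were DMSO wells with enzyme for no effect and DMSO wells lacking enzyme for full effect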
PfGluPho inh: PfG6PD (Plasmodium falciparum) enzyme inhibition; PfGluPho enzyme, NADPH resazurin-diaphorase fluorescence; inhibition, % at 20 µM; hit rate 0.78% among 350,000;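 active means inhibition reaching at least a set limit at 20 µM in the primary screen, cut at about 59% in these data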;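 further: 0% = DMSO wells with substrate and 100% = DMSO wells lacking glucose-6-phosphate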
ATG4B inh: ATG4B (human) cysteine protease inhibition. Q9Y4P1. ATG4B cleavage of LC3-PLA2, NBD-HPC fluorescence, 1 h. inhibition, % at 8.33 µM. hit rate 0.51% among 340,000; in the data active means inhibition above about 40%
Target sequence (Q9Y4P1 whole entry, looked up): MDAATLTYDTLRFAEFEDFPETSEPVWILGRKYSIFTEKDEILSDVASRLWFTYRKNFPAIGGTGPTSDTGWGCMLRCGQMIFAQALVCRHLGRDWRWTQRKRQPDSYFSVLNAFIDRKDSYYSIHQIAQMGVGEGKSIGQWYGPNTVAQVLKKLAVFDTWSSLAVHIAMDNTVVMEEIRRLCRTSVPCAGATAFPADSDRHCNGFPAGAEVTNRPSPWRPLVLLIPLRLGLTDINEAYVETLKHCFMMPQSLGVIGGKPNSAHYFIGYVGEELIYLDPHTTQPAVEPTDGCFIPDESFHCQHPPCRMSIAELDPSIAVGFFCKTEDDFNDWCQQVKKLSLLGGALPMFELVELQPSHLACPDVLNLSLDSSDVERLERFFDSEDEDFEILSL
SENP8 block: inhibitors of human SENP8 protease; recombinant SENP8, Nedd8 substrate fluorescence; inhibition, % at 20 µM; hit rate 0.64% among 360,000; AID 602440; in the data active means inhibition mostly above about 40%, no sharp cut-off; inactive means mostly below about 27%
Target sequence (Q96LD8 whole entry, looked up): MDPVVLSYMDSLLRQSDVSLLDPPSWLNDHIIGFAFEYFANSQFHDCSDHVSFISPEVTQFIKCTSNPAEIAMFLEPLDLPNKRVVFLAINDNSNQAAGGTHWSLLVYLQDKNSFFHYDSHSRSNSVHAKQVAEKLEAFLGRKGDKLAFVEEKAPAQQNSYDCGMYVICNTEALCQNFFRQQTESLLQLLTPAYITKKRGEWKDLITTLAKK
SENP7 block: SENP7 protease inhibition; hit rate 1.5% among 330,000; Q9BQF6; recombinant SENP7, Z-RLRGG-aminoluciferin luminescence, 40 min; AID 434973; inhibition, % at 5 µM;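 active means inhibition above about 50% at the single test dose, limit read from the data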;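 further: plate controls were DMSO with enzyme for no effect and no enzyme buffer wells for full effect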
Target sequence (Q9BQF6 706-1050 limits assumed): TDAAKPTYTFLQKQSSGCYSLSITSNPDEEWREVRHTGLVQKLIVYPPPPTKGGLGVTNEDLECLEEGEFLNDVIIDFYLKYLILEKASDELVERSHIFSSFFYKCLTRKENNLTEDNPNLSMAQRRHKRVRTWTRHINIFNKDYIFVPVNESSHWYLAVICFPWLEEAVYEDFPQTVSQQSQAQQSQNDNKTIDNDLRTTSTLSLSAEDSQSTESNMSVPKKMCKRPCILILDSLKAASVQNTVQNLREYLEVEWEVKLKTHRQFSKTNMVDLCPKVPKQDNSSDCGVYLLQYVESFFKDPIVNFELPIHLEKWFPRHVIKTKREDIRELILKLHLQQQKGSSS
An asterisk follows results filed as active; i = inactive; . = not tested or not shown.

cpd | compound | SENP8 block | HKDC1 inhibitor | PfGluPho inh | SENP7 block
1 | CCOc1ccccc1CN1CCNC(=O)C1CC(=O)N(C)CCc1cnn(C)c1 (stereo unspecified) | -5 | -3 | 3 | -3
2 | Cc1ccc(S(=O)(=O)N(CC(=O)NN=C2CCN(C)CC2)c2ccc(C(C)C)cc2)cc1 | 9 | -10 | 27 | -4
3 | CCc1nc(NCCCn2ccnc2)c2oc3ccccc3c2n1 | -14 | 9 | 10 | 7
4 | CC(C)Oc1ccc(C(=O)N(Cc2ccco2)C2CCS(=O)(=O)C2)cc1 (stereo unspecified) | 3 | -5 | 5 | 1
5 | CCC(C(=O)OC)n1cnc2c(nnn2-c2ccc(F)cc2)c1=O (stereo unspecified) | 13 | 1 | -16 | -4
6 | O=C(CN1CCN(c2ccccc2O)CC1)Nc1ccc2c(c1)OCCCO2 | 10 | 6 | 14 | -3
7 | O=C(CSc1nc2c(c(=O)n1-c1ccc(Cl)cc1)SCC2)NCC1CCCO1 (stereo unspecified) | 25 | -7 | 27 | 7
8 | S=C1CSc2ccccc2N1 | 17 | -2 | 2 | -1

cpd | SENP6 inh | ATG4B inh | NR3A LBD binder | MPTP inh
1 | -8 | 1 | 1 | -2.1
2 | -14 | -2 | -1 | -1.4
3 | 0 | -4 | 0 | -6.9
4 | -17 | 11 | -3 | 0.1
5 | -4 | 2 | -1 | -0.1
6 | -7 | -2 | 0 | -1.2
7 | 16 | 12 | 0 | -0.2
8 | 5 | 3 | 3 | 0.9

Next section.
cpd | compound | SENP8 block | HKDC1 inhibitor | PfGluPho inh | SENP7 block
9 | O=C(N/N=C/c1ccc(Cl)c([N+](=O)[O-])c1)c1cc(-c2ccccc2)nc2ccccc12 | 18 | 7 | -21 | -6
10 | N#Cc1cccc(C#N)c1Oc1ccc(S(=O)(=O)Nc2ccccc2)cc1 | 8 | 2 | -13 | -2
11 | O=C(Nc1ccc(Cl)cc1Cl)c1ccc2ncsc2c1 | -29 | -6 | 7 | -1
12 | Cc1cccc2sc(N3CCN(C(=O)C4COc5ccccc5O4)CC3)nc12 (stereo unspecified) | 21 | 2 | 31 | -4
13 | CCOc1cc(/C=N/N=C2/NC(=O)C(CC(=O)O)S2)ccc1OS(=O)(=O)c1ccc(C)cc1 (stereo unspecified) | 10 | -5 | -13 | 7
14 | COc1cccc(/C=C2\Oc3cc(OCC(=O)N4Cc5ccccc5C[C@H]4C(=O)O)ccc3C2=O)c1 | -208 | 12 | -22 | -5
15 | COc1ccc(N2C(=O)CC(N3CCOCC3)C2=O)cc1 (stereo unspecified) | 12 | -4 | -2 | -2
16 | CN(C)S(=O)(=O)c1ccc(NC(=O)CSc2nnnn2C)cc1 | 22 | 0 | 9 | 12

cpd | SENP6 inh | ATG4B inh | NR3A LBD binder | MPTP inh
9 | -14 | 10 | 8 | 68*
10 | 0 | -4 | -1 | 54*
11 | 8 | -4 | -2 | -0.3
12 | -11 | -4 | . | 0.6
13 | -17 | -2 | 0 | 0.4
14 | 7 | -9 | -2 | -2.7
15 | -27 | -6 | 2 | -1.9
16 | -13 | -4 | -1 | 1.0

Next results follow:
cpd | compound | SENP8 block | HKDC1 inhibitor | PfGluPho inh | SENP7 block
17 | Cc1oc(-c2ccc(Cl)cc2)nc1CS(=O)CC(=O)NCc1ccco1 (stereo unspecified) | 5 | -2 | 0 | 7
18 | Cc1cccc(-n2ccnc2SCC(=O)Nc2cccc(S(=O)(=O)NC3=NCCC3)c2)c1C | 11 | -4 | 3 | -7
19 | CC(=O)c1cccc(NC(=O)c2ccc3c(Cl)c4c(nc3c2)CCCC4)c1 | 11 | -3 | 0 | 1
20 | C/C(=N/NC(=O)c1cc(-c2ccc(Br)s2)[nH]n1)c1ccco1 | -16 | -2 | -3 | -3
21 | CCN1CCN(C(=S)NCC(C)C)CC1 | 10 | -7 | -12 | -1
22 | C[C@@H](C(=O)NC1CCN(Cc2ccccc2)CC1)N1C(=O)N2CCc3c([nH]c4ccccc34)[C@@]2(C)C1=O | 0 | -5 | -2 | -3
23 | Cc1ccc(C(=O)CCNc2ccc(Br)cc2)o1 | -6 | 2 | 1 | -7
24 | Nc1ccc(-n2nnnc2-c2ccco2)cc1 | 6 | -1 | 7 | 6

cpd | SENP6 inh | ATG4B inh | NR3A LBD binder | MPTP inh
17 | 5 | -6 | -2 | -0.3
18 | -8 | -15 | -3 | -1.5
19 | -3 | 5 | 5 | 2.9
20 | -4 | -3 | -8 | -0.6
21 | 8 | -4 | -1 | -1.3
22 | 0 | -26 | 0 | -2.4
23 | -11 | 3 | 0 | 12
24 | -1 | -14 | 0 | 0.1

Following part:
cpd | compound | SENP8 block | HKDC1 inhibitor | PfGluPho inh | SENP7 block
25 | CC(NC(=O)c1ccccc1F)c1nnc(SCC(=O)NC2CCCCC2)n1C (stereo unspecified) | 1 | -7 | 7 | 7
26 | Cc1nonc1NC(=O)CSc1nc(C23CC4CC(CC(C4)C2)C3)nc2ccccc12 | 13 | 5 | 23 | -2
27 | COc1ccc(-n2nc3c(c2NC(=O)COc2ccccc2F)CS(=O)(=O)C3)cc1 | -3 | -5 | -15 | -5
28 | O=C1N(Cc2ccccc2)CC2(Br)COCOC12O (stereo unspecified) | 35 | -4 | 55 | .
29 | O=C(NCc1ccc(F)cc1)c1cc(S(=O)(=O)N2CCCCC2)c[nH]1 | 15 | -4 | -17 | 1
30 | CCOc1ccc(Oc2c(C)oc3cc(O)ccc3c2=O)cc1 | -415 | -8 | -18 | 3
31 | COc1ccc(C)cc1S(=O)(=O)N(CC(=O)N1CCCC1)c1ccc(C)cc1 | 6 | -8 | 7 | 1
32 | COc1cc(Cl)cc(CN2CCC(CCC(=O)NC3CC3)CC2)c1OC | 11 | -7 | -8 | 8

cpd | SENP6 inh | ATG4B inh | NR3A LBD binder | MPTP inh
25 | 9 | -3 | -2 | 0.9
26 | -22 | 0 | 18* | 79*
27 | 0 | -9 | 7 | -1.7
28 | . | -4 | 2 | 0.4
29 | 2 | -1 | -3 | -0.3
30 | 5 | 4 | -1 | -0.3
31 | -14 | -1 | 4 | 1.5
32 | 0 | 16 | -1 | -0.9

Other structures.
cpd | compound | SENP8 block | HKDC1 inhibitor | PfGluPho inh | SENP7 block
33 | Cc1ccc(N(CC(=O)NC2CCCC2)C(=O)CNC(=O)c2cccs2)cc1F | 29 | -3 | -5 | -4
34 | CCn1c(=O)c([N+](=O)[O-])c(NCc2ccc3c(c2)OCO3)c2ccccc21 | -12 | 7 | -9 | 5
35 | Cn1cc(CNC(=O)c2cc(-c3ccccc3)nc3ccc(Br)cc23)cn1 | 15 | 1 | 10 | 4
36 | CCCN(CCC)CCCNC(=O)Cn1cnc2sc(C)c(S(=O)(=O)N3CCC(C)CC3)c2c1=O | 8 | -5 | -20 | 7
37 | O=C(COC(=O)c1ccc(O)cc1O)NCCN1C(=O)CSC1=O | 8 | -7 | 0 | 6
38 | C=C(C)CSc1nnc(-c2ccc(C)cc2)n1N | 12 | -3 | 4 | 16
39 | O=C1CCCc2c1[nH]c1ccc(CN3CCCCC3)cc21 | -176 | -8 | 1 | -3
40 | COc1cccc(NC(=O)c2cccc(C)c2[N+](=O)[O-])c1 | -16 | -3 | 16 | 18

cpd | SENP6 inh | ATG4B inh | NR3A LBD binder | MPTP inh
33 | -17 | -6 | 1 | -1.3
34 | -3 | -7 | -3 | 22
35 | 6 | -13 | -2 | -13
36 | -16 | -2 | -1 | -1.4
37 | 12 | 3 | 1 | -0.2
38 | -5 | -6 | 1 | 1.7
39 | -4 | -8 | -1 | -0.2
40 | -18 | 2 | -1 | 1.3

Going on with the list.
cpd | compound | SENP8 block | HKDC1 inhibitor | PfGluPho inh | SENP7 block
41 | N#Cc1ccccc1/C=N/Nc1nc(-c2ccccc2)c2cc(Cl)ccc2n1 | i | 0 | 15 | 0
42 | CC(Oc1ccc(Cl)cc1Cl)C(=O)NNC(=O)c1cccnc1 (stereo unspecified) | 7 | -6 | -4 | 6
43 | COc1ccc(-n2cc(-c3ccccc3)nc2SC)cc1 | 6 | 1 | 18 | 1
44 | CCc1c(C)nc2ncnn2c1N1CCCC(C(=O)NCc2cccs2)C1 (stereo unspecified) | 0 | -9 | 6 | 3
45 | COc1cccc(CC(=O)NN2C(=O)NC3(CCCCC3)C2=O)c1 | 3 | 3 | -1 | 5
46 | O=C(Oc1ccccc1N1CCOCC1)c1ccccc1 | 6 | -7 | 6 | 3
47 | O=C1CC(Cc2ccccc2)C(=O)N1c1ccccn1 (stereo unspecified) | 19 | -1 | 6 | 2
48 | CCNC(=O)COC(=O)c1cc(-c2ccccc2)nn1-c1ccccc1 | 10 | -4 | -3 | 0

cpd | SENP6 inh | ATG4B inh | NR3A LBD binder | MPTP inh
41 | 2 | -8 | 3 | 0.8
42 | 11 | 1 | -2 | -1.2
43 | -30 | 13 | 2 | -0.3
44 | -31 | -5 | -1 | 0.8
45 | 6 | -2 | 1 | -0.5
46 | -4 | 7 | -2 | 2.0
47 | 2 | 3 | 1 | -0.9
48 | -45 | -13 | 1 | -1.3

Continued.
cpd | compound | SENP8 block | HKDC1 inhibitor | PfGluPho inh | SENP7 block
49 | COCCN(C(=O)Cc1cccs1)C(C(=O)NCc1ccc(OC)cc1)c1ccccc1 (stereo unspecified) | 8 | 8 | -16 | 0
50 | CC(C)CNc1nc(S(=O)(=O)c2ccccc2)c(Cl)s1 | 1 | -1 | 11 | 7
51 | O=C(NCc1ccc2c(c1)OCO2)C1CCN(c2ccc(S(=O)(=O)N3CCCC3)cc2)CC1 | -11 | -5 | -3 | -10
52 | Cc1c(NC(=O)C(C)N2C(=O)C3C4C=CC(C4)C3C2=O)c(=O)n(-c2ccccc2)n1C (stereo unspecified) | 8 | -8 | 2 | -7
53 | CCN(c1ccccc1)S(=O)(=O)c1cc(OC)ccc1OC | -17 | -10 | 2 | -1
54 | COCCn1nnnc1C(C(C)C)N(Cc1cccnc1)Cc1cc2cc(OC)ccc2[nH]c1=O (stereo unspecified) | -456 | -3 | -15 | -4
55 | Cc1cc(C(=O)NCCN2CCCCC2C)n(-c2ccccc2)n1 (stereo unspecified) | -2 | 5 | -17 | 9
56 | CCC(C)C(NC(=O)c1ccccc1NC(=O)c1ccc(C)cc1)C(=O)O (stereo unspecified) | 6 | -8 | 22 | 2

cpd | SENP6 inh | ATG4B inh | NR3A LBD binder | MPTP inh
49 | 16 | -4 | -1 | 0.3
50 | -1 | 0 | -1 | 1.5
51 | -4 | -5 | -1 | -1.0
52 | 1 | 0 | 0 | 0.2
53 | -10 | 1 | -3 | 1.1
54 | -20 | -7 | -6 | -2.3
55 | -14 | -2 | 1 | -2.3
56 | 32 | -13 | 0 | 2.1

Screens as filed in PubChem.
